CHT block – inhibitors of human choline transporter CHT; CHT-expressing cells, membrane potential dye, choline response; stronger effect = lower value; B-score at 10 µM; 0.86% of 310,000 active;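 active means B-score over 3 SD under the library average, and starting fluorescence ratio not unusually high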;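 further: choline stimulus applied at its EC90 after an EC20 pre-addition; B-score computed on integrated fluorescence ratio after choline addition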
Target sequence (Q9GZV3 whole entry, looked up): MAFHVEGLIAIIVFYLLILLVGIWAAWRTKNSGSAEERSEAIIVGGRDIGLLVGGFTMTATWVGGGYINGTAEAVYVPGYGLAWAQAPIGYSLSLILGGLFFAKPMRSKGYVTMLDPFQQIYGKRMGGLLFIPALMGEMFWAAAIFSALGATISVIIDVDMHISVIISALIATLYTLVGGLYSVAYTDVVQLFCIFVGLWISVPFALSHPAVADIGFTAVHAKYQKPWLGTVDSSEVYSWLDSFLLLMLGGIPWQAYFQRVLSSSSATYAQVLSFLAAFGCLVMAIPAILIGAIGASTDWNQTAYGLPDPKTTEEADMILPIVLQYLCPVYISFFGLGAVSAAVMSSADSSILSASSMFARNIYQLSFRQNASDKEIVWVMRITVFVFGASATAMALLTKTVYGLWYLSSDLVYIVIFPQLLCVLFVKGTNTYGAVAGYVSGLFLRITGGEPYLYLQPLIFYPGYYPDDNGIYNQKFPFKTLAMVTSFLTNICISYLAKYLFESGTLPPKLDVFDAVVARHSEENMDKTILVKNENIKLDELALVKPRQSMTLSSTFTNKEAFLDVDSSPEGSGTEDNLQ
KCNQ2 inh – KCNQ2 channel blockers in CHO-K1 cells – cell-based, FluxOR thallium flux, B-score, primary screen (AID 2156). O88943. 20 min; stronger effect = lower value. B-score at 10 µM. 1.1% of 310,000 active;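 active means fluorescence ratio B-score at most minus 3 library SDs, with starting brightness B-score within 2 library SDs, cut at about -5.5 in these data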
* hit, by the source's call; i = inactive; . = no result given.

CHT block	KCNQ2 inh	molecule
-7.2*	i	COc1ccc(C(=O)NC(=S)NNC(=O)c2ccc(C)cc2)cc1
i	i	c1ccc2c(c1)nc(N1CCOCC1)c1nnnn12
i	i	COc1ccc(C(=O)NCCCc2ccccc2)cc1
i	i	CC(Sc1nc2c(cc1C#N)CCCCC2)C(=O)O (stereo not given)
i	i	CC(C)NC(=O)CC(=O)N/N=C/c1ccc(Br)cc1
i	i	COCCCNC(=S)N1CCC(NC(=O)Nc2ccc(C)cc2)CC1
i	i	CC(C)(Oc1ccc(Cl)cc1)C(=O)NCc1ccc(S(N)(=O)=O)cc1
i	i	CC1(C)C(Cl)C(=O)C(C(=O)c2ccccc2)C(=O)C1Cl (stereo not given)
i	i	COc1cc(NC(=O)c2ccccc2[N+](=O)[O-])ccc1NC(=O)C(C)C
i	i	CC(C)(C)c1ccc(C(=O)NCc2nnc(SCC(=O)NC3CCCCC3)o2)cc1

Looked up one by one from above, 2 records:
CHT block	KCNQ2 inh	molecule
i	i	CC(C)NC(=O)CC(=O)N/N=C/c1ccc(Br)cc1
i	i	CC(Sc1nc2c(cc1C#N)CCCCC2)C(=O)O (stereo not given)

More results follow:
CHT block	KCNQ2 inh	molecule
i	i	O=C(N/N=C/c1ccc2cccnc2c1)c1ccco1
i	i	Cn1c(C(=O)NCCN2CCOCC2)cc2c(=O)n3ccccc3nc21
i	i	c1csc(-c2cn3c(n2)SCC3)c1
i	i	CN(c1ccccc1)S(=O)(=O)c1cccc(C(=O)NCCc2ccc(O)c(O)c2)c1
i	i	CCOC(=O)c1c(CN2CCCCC2)oc2ccc(OC)cc12
i	i	O=C(Nn1c(=O)[nH]c2ccccc2c1=O)c1ccco1
i	i	COc1ccc(/C=C(\NC(=O)c2ccco2)C(=O)N2CCCCC2)cc1
i	i	Cc1cc(C)n(CCN(C)C(=O)C2CCC(=O)N(CCc3cccc(F)c3)C2)n1 (stereo not given)
i	i	O=C(N/N=C/c1ccc([N+](=O)[O-])o1)c1cccc(S(=O)(=O)N2CCOCC2)c1
i	.	O=C(CN1CCN(c2ccccn2)CC1)NC(=O)NC1CCCCC1

Reprinted from the part before: five compounds, then new ones.
CHT block	KCNQ2 inh	molecule
i	i	O=C(Nn1c(=O)[nH]c2ccccc2c1=O)c1ccco1
i	i	COc1ccc(/C=C(\NC(=O)c2ccco2)C(=O)N2CCCCC2)cc1
i	i	Cc1cc(C)n(CCN(C)C(=O)C2CCC(=O)N(CCc3cccc(F)c3)C2)n1 (stereo not given)
i	i	O=C(N/N=C/c1ccc([N+](=O)[O-])o1)c1cccc(S(=O)(=O)N2CCOCC2)c1
i	.	O=C(CN1CCN(c2ccccn2)CC1)NC(=O)NC1CCCCC1
i	i	Cc1nc2sc(C(c3ccco3)N3CC(C)OC(C)C3)c(O)n2n1 (stereo not given)
i	i	O=C(Nc1cccc(NC(=O)c2ncn[nH]2)c1)c1cccc(Cl)c1
i	i	Cc1cc([N+](=O)[O-])nn1CCCC(=O)Nc1ccc2c(c1)OCO2
i	i	C=C(C)C1CC=C(C)/C(=N/NC(=O)COc2ccc(C)cc2)C1 (stereo not given)
i	i	CCCc1c(C(=O)Nc2cc(C)on2)cnn1-c1ccccc1
i	i	COc1ccccc1NC(=O)CSc1nnnn1C1CCCCC1
i	i	COC(=O)C(C)Oc1ccc2c(c1)O/C(=C\c1ccco1)C2=O (stereo not given)
i	i	Cc1ccc(-n2c(SCC(=O)O)nc3sc4c(c3c2=O)C(C)CCC4)cc1 (stereo not given)
i	i	O=C1C(N2CCOCC2)=C(n2nnc3ccccc32)C(=O)c2ccccc21
i	i	CCOc1ccccc1N(CC(=O)NC1CCCCC1)C(=O)CCC(=O)Nc1nccs1

Entries from the list above containing a COOH group, in the order listed:
CHT block	KCNQ2 inh	molecule
i	i	CC(Sc1nc2c(cc1C#N)CCCCC2)C(=O)O (stereo not given)
i	i	Cc1ccc(-n2c(SCC(=O)O)nc3sc4c(c3c2=O)C(C)CCC4)cc1 (stereo not given)

The list continues:
CHT block	KCNQ2 inh	molecule
i	i	Oc1ccc(N=Cc2ccc(OCc3ccccc3)cc2)cc1
i	i	Cc1ccc(C(=O)N2CCN(c3ccccc3Cl)CC2)cc1[N+](=O)[O-]
i	i	COc1cc(-c2nnn(CC#N)n2)ccc1OCc1ccccc1
i	i	COc1ccc(C(c2nnnn2C2CCCC2)N2CCN(C(=O)c3ccco3)CC2)cc1OC (stereo not given)
i	i	CNCC(O)COc1ccccc1 (stereo not given)
i	i	CCOC(=O)C1(O)CSc2nc3sc(C(=O)O)c(C)c3c(=O)n21 (stereo not given)
i	i	CCS(=O)(=O)N1CCN(c2c(Cl)cccc2[N+](=O)[O-])CC1
i	i	O=C(Nc1ccc(Cl)cn1)c1ccc2ccccc2n1
i	i	COc1cc(OC)c(OC)cc1CNCCNC(=O)c1nonc1N
i	i	O=C(N/C(=C/c1ccccc1Cl)C(=O)N1CCCCC1)c1ccco1
i	i	COc1ccc(CC2(CO)CCN(Cc3cccc(OC)c3OC)CC2)cc1
i	i	CC(NC(=O)CC(O)(C(F)(F)F)C(F)(F)F)c1ccccc1 (stereo not given)
i	i	Cc1ccc(C)c(N2CCN(C(=O)Cc3ccc(NC4=NC5CS(=O)(=O)CC5S4)cc3)CC2)c1 (stereo not given)
i	i	OCc1cc(CO)c(O)c(CCc2ccccc2)n1
i	i	Cc1ccc(N(C(=O)Cc2cccs2)C(C(=O)NC2CCCC2)c2ccncc2)cc1 (stereo not given)
i	i	COC(=O)C(C)Sc1nnc(SC(C)C(=O)OC)s1 (stereo not given)
i	i	CC1CCCN(Cc2c(O)ccc3c(=O)c(-c4nc5ccccc5s4)c(N)oc23)C1 (stereo not given)
i	i	CCOCCCNC(=S)N(Cc1ccco1)Cc1cc2cc3c(cc2[nH]c1=O)OCCO3
i	i	COc1cccc(/C=N/Nc2cc(C)nc(-c3ccccc3O)n2)c1O
i	i	COc1ccccc1C(=O)NCC(=O)N/N=C/c1cc(Br)ccc1OC(=O)/C=C\c1ccco1
i	i	COc1ccc(NS(=O)(=O)c2cc(NC(=O)CC3CCCC3)ccc2N2CCOCC2)cc1
i	i	O=C(CCN1C(=O)c2ccccc2C1=O)Nc1cccc(O)c1
i	i	COC(=O)CC1Oc2ccc(C)cc2NC1=O (stereo not given)
i	i	O=C(CC(c1ccccc1)(c1ccccc1)c1ccccc1)N[C@@H](Cc1ccccc1)C(=O)O
i	i	CCN(CC)S(=O)(=O)c1ccc(OC)c(NC(=O)c2cc(=O)[nH]c3ccccc23)c1
i	i	CC(=O)c1c(C)[nH]c(C(=O)Nc2cccc(C(F)(F)F)c2)c1C
i	i	Cc1ccc(/C=C(/C#N)C(=O)NC(=O)Oc2ccccc2)cc1
i	i	CNC(=O)CSc1nnc(-c2ccncc2)n1Cc1ccccc1
i	i	CC1CCN(C(=O)CN(CCc2ccccc2)S(C)(=O)=O)CC1
i	i	Cc1ccc(C(=O)OCC(=O)N2CC(C)OC(C)C2)cc1 (stereo not given)
i	i	CCCCC(=O)Oc1ccccc1C1SCc2cc(C)c(C)cc2CS1
i	i	COc1cc(C(=O)N(C)C2CCCCC2)ccc1OC1CCN(C(C)=O)CC1
i	i	O=C(Cc1ccc(Cl)cc1Cl)Nc1ccc(OC(F)F)c(Cl)c1
i	i	COc1ccc(S(=O)(=O)N2CCN(c3ccccc3OC)CC2)cc1OC
i	i	Cc1ccc(Nc2cc(C)c(O)c(C)c2)cc1
i	i	CCN(CC)CCCNC(=O)c1cc(Nc2ccc(OC)cc2)nc2ccccc12
i	i	CC(=O)Nc1cc(Cl)ccc1OS(=O)(=O)c1ccc(C)cc1
i	i	S=c1nc(-c2ccccc2)oc2c1CCCC2
i	i	COc1ccc(-c2nnc(SCC(=O)N/N=C/c3ccccc3C(=O)O)n2-c2ccc(Cl)cc2)cc1
i	i	O=C(NN=C1CCN(Cc2ccccc2)CC1)c1cc(Br)ccc1O
i	i	O=S(=O)(Nc1ccc(Oc2ncccn2)c(Cl)c1)c1ccc(Cl)cc1
i	i	O=C(CNC(=O)c1ccccc1F)N/N=C/c1cccnc1
i	i	COC(=O)c1cc(NC(=O)c2ccc([N+](=O)[O-])cc2)c(=O)oc1C
i	i	Cc1cc(C)c2cc3c(N)c(C(=O)N4CCOCC4)sc3nc2c1
i	i	O=c1nc2n(c3ncccc13)CCCCC2
i	i	COC(=O)Cc1cc(=O)[nH]c(/N=C(\N)Nc2ccc(C)cc2C)n1
i	i	C=CCOc1ccc(C(=O)O)cc1Cl
i	i	O=[N+]([O-])c1ccc(-c2ncc(-c3ccc(Br)cc3)o2)cc1
i	i	COc1ccc(NC(=O)CSc2ccc(-c3cccnc3)nn2)c(OC)c1
i	i	COc1ccc2c(c1)CCc1c(C(=O)NCc3ccc(Cl)cc3)noc1-2

Carrying on:
CHT block	KCNQ2 inh	molecule
i	i	O=C1CCCN1c1ccc(S(=O)(=O)N2CCCCC2)cc1
i	i	c1cncc(-c2nc(-c3ccc4c(c3)OCO4)cs2)c1
i	i	Cc1nc([N+](=O)[O-])cn1CC(O)c1ccccc1 (stereo not given)
i	i	O=C(CSc1ccccc1)Nc1nnc(-c2ccco2)o1
i	i	CCOC(=O)Cc1csc(NC(=O)COc2ccc(N(C)S(=O)(=O)c3cccs3)cc2)n1
i	i	Cc1cc(C)nc(N2CCCC(C(=O)NCc3cccs3)C2)n1 (stereo not given)
i	i	CCOC(=O)C1CCCN(C(=O)CSc2nccn2C)C1 (stereo not given)
i	i	COc1cc(NC(=O)c2cccnc2SC)cc(OC)c1OC
i	i	O=C(C1CCC(CNc2nc(=S)[nH]c3ccccc23)CC1)N1CCN(c2ccccn2)CC1 (stereo not given)
i	i	C=CCn1c(=NC(=O)c2ccco2)sc2cc(C(=O)OCC)ccc21
i	i	COc1cc(CN2CCN(CCOCCO)CC2)cc(OC)c1OC
i	i	CC(C)NC(=O)CCCC(=O)NC(C)C
i	i	Cc1cccc(OCc2nnc3n2CCCCC3)c1
i	i	CCCn1c(=O)c(C(=O)c2ccccc2)nc2ccccc21
i	i	CSc1ccccc1C(=O)Nc1ccccc1C(=O)N1CCCC1
i	i	Cc1nc2ccc(NC(=O)Cc3ccccc3F)cc2s1
i	i	CCOC(=O)C1=C(Nc2ccc(C)cc2)CC(C)(O)C(C(=O)OCC)C1c1ccccc1 (stereo not given)
i	i	COC(=O)CCCC1=CC2=C(c3ccccc3)C(=O)C(C)(OC(=O)C3CCCC3)C(=O)C2=CN1Cc1ccc(OC)cc1 (stereo not given)
i	i	COC(=O)Cc1cnc(NC(=O)CSc2nc(C(C)C)cc(=O)[nH]2)s1
i	i	CCC(C)Sc1nc2c(c(=O)[nH]c(=O)n2C)n1Cc1ccc(Cl)cc1 (stereo not given)
i	i	O=C(c1cccc([N+](=O)[O-])c1)c1cc2ccccc2o1
i	i	O=C(NCc1cccs1)c1nc(-c2cccs2)no1
i	i	CC1Cc2nc(SCC(=O)Nc3ccccc3F)n(C)c(=O)c2S1 (stereo not given)
i	i	Cc1ccc(/C=C/C(=O)Nc2ccc([N+](=O)[O-])cc2)o1
i	.	CN1CCC/C1=C/C=C1\SC(=S)NC1=O
i	i	CC1CCN(S(=O)(=O)c2ccc(NC(=O)C3CSC4(C)CCC(=O)N34)cc2)CC1 (stereo not given)
i	i	C#CCNC(=O)C1=C[C@H](c2cn(C(C)=O)c3ccccc23)[C@@H](CCCO)[C@H](OCC)O1
i	i	Cc1ccccc1OCC(=O)N(Cc1cccs1)C1CCS(=O)(=O)C1 (stereo not given)
i	i	COc1ccc(C(=O)N2c3ccccc3C(=O)OC2c2ccc3c(c2)OCO3)cc1 (stereo not given)
i	i	COCc1cc(=O)[nH]c(/N=C(\N)Nc2c(F)cccc2F)n1
i	i	Cc1ccc(S(=O)(=O)c2cc3c(=O)n4cccc(C)c4nc3n(Cc3ccncc3)c2=N)cc1
i	i	CCC(=O)Nc1ccc(N2CCC(C)CC2)cc1
i	i	O=C(Cc1ccccc1F)NC1CCCc2ccccc21 (stereo not given)
i	i	FC(F)(F)c1cccc(Cc2noc(CN3CCSCC3)n2)c1
i	i	CCN(CCCNC(=O)COc1cc(=O)n(CC)c2ccccc12)c1ccccc1
i	i	Cc1nccn1CCOc1ccc(Cl)cc1
i	i	CC(C(=O)N(C)Cc1ccccc1)N1CCN(C/C=C/c2ccccc2)CC1 (stereo not given)
.	i	COc1ccc(C(=O)c2ccc(-c3ccc(OC)cc3)nc2)cc1
i	i	NNc1nc2ccccc2c(=O)n1Cc1ccccc1
i	i	CCC(C(=O)Nc1cccc(C(F)(F)F)c1)c1ccccc1 (stereo not given)

By substructure: the compounds so far with bromine.
CHT block	KCNQ2 inh	molecule
i	i	CC(C)NC(=O)CC(=O)N/N=C/c1ccc(Br)cc1
i	i	COc1ccccc1C(=O)NCC(=O)N/N=C/c1cc(Br)ccc1OC(=O)/C=C\c1ccco1
i	i	O=C(NN=C1CCN(Cc2ccccc2)CC1)c1cc(Br)ccc1O
i	i	O=[N+]([O-])c1ccc(-c2ncc(-c3ccc(Br)cc3)o2)cc1

Later entries:
CHT block	KCNQ2 inh	molecule
i	i	Cc1ccccc1Nc1nnc(-c2ccc(C(=O)NCCO)cc2)c2ccccc12
i	i	CCOC(=O)N1CCN(S(=O)(=O)c2ccc(-n3cnnn3)cc2)CC1
i	i	COc1ccccc1N1CCN(C(=O)COc2ccc(Cl)cc2Br)CC1
i	i	COc1ccc(NC(=O)c2ccc(-n3cccn3)nc2)c(OC)c1
i	i	O=C(C(Cl)c1ccccc1)N1CCCC1 (stereo not given)
i	i	COc1ccc(-c2nnc(N3CCCCC3)c3ccccc23)cc1
i	i	CCc1ccc(C(=O)NC(=S)Nc2ccc(N3CCOCC3)cc2)cc1
i	i	CCOC(=O)N1CCN(CC(=O)c2ccc3c(c2)CCN3)CC1
i	i	CC(C)Cn1c(N)c(C(=O)CSc2nc3ncc(Cl)cc3[nH]2)c(=O)n(C)c1=O
i	i	Cc1cccc(NC(=O)c2ccc3c(Cl)c4c(nc3c2)CCCC4)n1
i	i	COc1cc(C(=O)NNC(=O)c2ccc(NC(=O)C(C)(C)C)cc2)cc(OC)c1OC

Screening results deposited in PubChem BioAssay by Johns Hopkins Ion Channel Center.
